Peg3 prom inh: inhibitors of Peg3 promoter; HeLa PEG-Prom luciferase reporter, luminescence, overnight; inhibition, % at 20 µM; 360,000 tested, 1.7% active;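 active means inhibition of at least 50% at 20 µM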
CF NFkB inh: blocks PAF-induced NF-kB reporter in cystic fibrosis cells. KKLEB NF-kB-GFP reporter, GFP fluorescence overnight. inhibition, % at 5 µM. 360,000 tested, 0.86% active. AID 588850;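 active means at least 50% inhibition at 5 µM, scaled per plate between neutral and stimulator controls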;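 further: PAF is a Pseudomonas aeruginosa culture filtrate used as stimulus; plate controls were PAF-stimulated DMSO wells for no effect and unstimulated DMSO wells for full effect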
KKLEB tox: reduces viability of KKLEB cystic fibrosis airway cells | KKLEB CF airway cells viability, ATPlite luminescence, overnight; hits give low values; cells stimulated with P. aeruginosa culture filtrate | 360,000 tested, 0.36% active | activity change (cytotoxicity), % at 5 µM | AID 602141;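 active means corrected activity change at or below -50% at 5 µM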
NR2E3 ag-1: agonists of human nuclear receptor NR2E3 | GST-NR2E3/biotin-RetCOR TR-FRET, 1536-well | 320,000 tested, 0.12% active | inhibition of corepressor binding, % at 4.78 µM | Q9Y5X4 | AID 2300;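 active means percent inhibition above the cutoff of mean plus 3 SD of all tested compounds, set per screening campaign, cut at about 20% in these data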;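 further: 0% = DMSO wells and 100% = biotin wells as full block of FRET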
Target sequence (Q9Y5X4 whole entry, looked up): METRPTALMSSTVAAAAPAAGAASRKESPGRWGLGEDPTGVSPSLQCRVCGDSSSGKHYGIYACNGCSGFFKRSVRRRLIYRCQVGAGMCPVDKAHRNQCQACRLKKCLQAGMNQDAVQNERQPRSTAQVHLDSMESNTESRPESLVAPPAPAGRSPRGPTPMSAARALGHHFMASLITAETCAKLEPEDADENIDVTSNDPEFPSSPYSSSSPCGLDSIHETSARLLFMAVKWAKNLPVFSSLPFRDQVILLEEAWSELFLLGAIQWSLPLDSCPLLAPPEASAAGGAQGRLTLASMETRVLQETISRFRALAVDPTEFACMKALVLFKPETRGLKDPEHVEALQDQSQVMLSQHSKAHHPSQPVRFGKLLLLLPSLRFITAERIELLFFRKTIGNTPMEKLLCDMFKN
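System: GST-tagged NR2E3 plus biotinylated RetCOR corepressor; Amount: 1.35 nM GST-tagged NR2E3 final; Dosing: single nominal compound dose of 4.8 µM; Schedule: 5 h incubation at 4 °C; Technique: TR-FRET with europium anti-GST and streptavidin-D2, 340 nm excitation; Controls: biotin wells as high control, 0.6% DMSO wells as low control.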
C8 TRAIL sens: caspase-8 TRAIL sensitization; inhibition (viability loss, TRAIL sensitization), % at 10 µM; 360,000 tested, 1% active; NB7+C8 cells + TRAIL, ATPlite viability luminescence;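 active means compounds causing at least 50% loss of cell viability in the single-dose screen, relative to plate controls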
NR2E3 ag-2: agonists of human NR2E3 nuclear receptor; AID 602229; inhibition of corepressor binding, % at 3.98 µM; Q9Y5X4; 360,000 tested, 0.35% active; CHO-S Gal4-NCOR/VP16-NR2E3 two-hybrid, luciferase;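 active means inhibition above the mean of all tested compounds plus 3 SD, cut at about 70% in these data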;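 further: 0% = DMSO with NR2E3 transfected cells and 100% = cells lacking NR2E3 construct; higher means lower luciferase signal from less NR2E3 corepressor binding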
HIF-2a inh: inhibitors of HIF-2a; 786-0 RCC cells HIF-2a reporter, luciferase luminescence, overnight; inhibition, % at 18.8 µM; 360,000 tested, 0.72% active; AID 624352;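 active means inhibition of the luminescence signal of 40% or more relative to plate controls, in a single-dose primary screen at 18.75 µM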
Shn3 inh set2: Schnurri-3 reporter inhibition in Clone20 osteoblasts. 360,000 tested, 0.52% active. Clone20 osteoblast Shn3 3'UTR firefly luciferase, 24 h. inhibition, % at 12.5 µM;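 active means mean inhibition of at least 75% with every replicate also reaching 75%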;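 further: 0% = median of neutral control wells and 100% = pilot-screen positive control compound; some compounds past the cut are filed as inactive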
MITF TRPM1 inh: reduces MITF-dependent TRPM1 promoter luciferase signal; SK-MEL-5 TRPM1 promoter luciferase, 24 h; inhibition, % at 12.5 µM; 330,000 tested, 0.83% active; AID 488899;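 active means mean inhibition across replicates of 60% or more, whatever share of single replicates reaches that level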; further: values of inactives mirror those of a sister screen read the other way
TROY signal inh: inhibitors of TROY-dependent NF-kB signaling. Q293 LMP1-TROYcd NF-kB luciferase reporter, 4 h. AID 1347056. 360,000 tested, 0.98% active. inhibition, % at 10 µM;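 active means compounds whose plate-normalised and pattern-corrected inhibition of the luciferase reporter signal at the single screening dose is 50% or more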
TWEAK Fn14 block: blocks TWEAK-Fn14 interaction in a reporter cell assay; TWEAK-stimulated Fn14 reporter cells, luciferase luminescence, 8 h; inhibition, % at 10 µM; 360,000 tested, 2% active; AID 1159606; in the data active means inhibition above about 50%
Numbers without * were called inactive; / = not tested or not shown. This is a subset, so the mix of outcomes need not match the whole.

Compound	C8 TRAIL sens	NR2E3 ag-2	Shn3 inh set2	MITF TRPM1 inh	CF NFkB inh	NR2E3 ag-1	TROY signal inh	KKLEB tox	Peg3 prom inh	TWEAK Fn14 block	HIF-2a inh
CCCCC(=O)N1CCCC(C)C1 (stereo not drawn)	-13	-32	-70	6	-1	8	-15	7	-6	2	7
Cc1ccc(C(=S)N2CCN(Cc3ccccc3)CC2)s1	1	-17	-2	3	2	2	-4	-8	-1	-7	-31
Cc1nn(C(=O)N2CCOCC2)c(C)c1CN1C(=O)c2ccccc2C1=O	-5	-8	-6	-7	-29	-2	-3	-8	7	-2	9
CC1CCCN(C(=O)NC2CC(=O)N(c3ccc4c(c3)OCCO4)C2)C1 (stereo not drawn)	1	15	15	2	-19	0	7	-4	-6	-1	-3
Cc1ccc(OCC(=O)N(C)CC(=O)Nc2ccccc2Cl)c([N+](=O)[O-])n1	-3	-6	7	3	4	-1	-9	-14	-3	-3	-2
CC(NS(C)(=O)=O)C(c1cccs1)N1CCN(c2ccccc2F)CC1 (stereo not drawn)	3	-12	8	2	-10	1	5	5	-1	-14	13
COc1cccc(NC(=S)NCc2cccs2)c1	4	2	0	3	-2	1	-30	3	-46	1	-53
Cc1cccc(NC(=O)CN2C(=O)S/C(=C\c3ccc(O)c([N+](=O)[O-])c3)C2=O)c1	1	-17	-12	10	1	6	5	2	0	10	26
COc1ccc(S(=O)(=O)N2CCOCC2)cc1NC(=O)c1cc2c(s1)CCCC2	15	15	17	2	0	0	-28	-1	-11	5	-16
CC(=O)Nc1ccc(CN2CCCC(C(=O)c3cccc(C(F)(F)F)c3)C2)cc1 (stereo not drawn)	2	-2	21	-14	2	-3	3	-26	12	-8	13
CCS(=O)(=O)N1Cc2cc(C(=O)NCCOC)nc(-c3cccc(-c4ccncc4)c3)c2[C@@H]1CCO	-10	-16	/	/	/	/	1	/	/	-6	26
O=C(NCCCN1CCCC1=O)C1CCN(S(=O)(=O)c2cccc(Cl)c2Cl)CC1	-2	15	10	-2	20	-3	12	1	12	15	1
N#Cc1c(SCC(=O)Nc2nc3ccc(Br)cc3s2)sc2c(O)cc(=O)[nH]c12	20	-13	8	0	8	4	1	3	-39	8	-28
COc1ccc(NC(=O)C(=O)Nc2cccc3ccccc23)c(OC)c1	-2	-8	-24	-45	0	2	-18	0	-25	-23	-35
COc1cc(Cl)ccc1OCc1cc(C(=O)N(C)C2CCOC2)no1 (stereo not drawn)	2	-39	-45	-56	5	4	-46	-13	-194	-18	-178

Single entries from above.
`COc1ccc(NC(=O)C(=O)Nc2cccc3ccccc23)c(OC)c1` @ HIF-2a inh: -35
`N#Cc1c(SCC(=O)Nc2nc3ccc(Br)cc3s2)sc2c(O)cc(=O)[nH]c12` @ HIF-2a inh: -28

The list goes on:
Compound	C8 TRAIL sens	NR2E3 ag-2	Shn3 inh set2	MITF TRPM1 inh	CF NFkB inh	NR2E3 ag-1	TROY signal inh	KKLEB tox	Peg3 prom inh	TWEAK Fn14 block	HIF-2a inh
COCCNC(=O)C(=O)NCC(c1ccc2c(c1)OCO2)N1CCN(c2ccc(F)cc2)CC1 (stereo not drawn)	-11	16	-13	7	-1	0	2	-6	-2	-9	3
O=c1c(Cc2c(F)cccc2Cl)c(O)ccn1Cc1ccc(F)cc1	-2	-13	-10	-1	-21	1	-2	-14	-14	2	14
COc1cc(CNCCO)cc(Br)c1OCc1ccccc1Cl	3	0	-11	-8	2	0	6	-2	41	0	-12
O=C(CCC(=O)N1CCN(S(=O)(=O)c2ccc(Cl)cc2)CC1)NCc1cccc(C(F)(F)F)c1	-1	48	79	20	-6	/	41	1	25	57*	-1
CS(=O)(=O)Nc1ccc(C2=NN(C(=O)c3ccco3)C(c3cccc(F)c3)C2)cc1 (stereo not drawn)	-4	-10	16	0	-4	3	21	4	8	16	25
CC1CCN(C(=O)Cn2nnc(-c3ccc([N+](=O)[O-])cc3)n2)CC1	-3	-8	15	6	12	4	5	-14	-1	-3	3
O=C1CC(=O)C(n2cncn2)C(c2ccc(Cl)cc2)C1 (stereo not drawn)	6	-16	-5	14	6	-7	-1	1	8	1	1
CC(C)CCN1CC(O)=C(c2nc3ccccc3[nH]2)C1=N	-2	-20	-48	-31	16	-1	-13	-30	-65	-29	-159
CCC1CCCCN1CCCNC(=O)Cn1ncn2nc(-c3ccc(OC)cc3)cc2c1=O (stereo not drawn)	26	-13	-41	-57	-22	1	-25	-2	-193	-15	-108
Cc1c(C(=O)NCCCn2ccnc2)oc2ccccc12	3	-12	6	7	-8	2	-3	4	0	0	-9
CCC(C)c1c(O)nc(SCC(=O)Nc2ccccc2)[nH]c1=O (stereo not drawn)	4	-15	-9	-4	-2	1	-11	0	-9	-14	-30
COC(=O)Cn1cnc2sc(C)c(S(=O)(=O)N3CCC(C)CC3)c2c1=O	11	14	3	8	12	2	0	7	-8	-22	3
CCCC[C@@H]1C[C@H]1[C@@H](NC(=O)c1ccco1)c1ccc(Cl)cc1	-1	-16	12	-9	-26	-1	5	-23	-18	-5	9
O=C(CSc1nc(-c2ccccc2)cc(=O)[nH]1)Nc1ccccc1F	4	-13	-34	-6	-4	1	-13	9	8	-14	5
CC(=O)Oc1ccc(OC(C)=O)c2c1C1C=CC2CC1	-10	-16	-13	-10	34	/	9	-7	-5	9	5

Continued.
Compound	C8 TRAIL sens	NR2E3 ag-2	Shn3 inh set2	MITF TRPM1 inh	CF NFkB inh	NR2E3 ag-1	TROY signal inh	KKLEB tox	Peg3 prom inh	TWEAK Fn14 block	HIF-2a inh
COc1ccccc1N(C)S(=O)(=O)c1ccc(C(=O)Nc2nc(C)cs2)cc1	-3	7	24	15	-14	-3	23	8	22	38	2
CCOC(=O)N1CCN(C(=O)c2noc3c2COc2ccccc2-3)CC1	-6	-123	-44	-30	2	4	-23	2	-305	-26	-182
COCCn1c(SCC(=O)Nc2cc(C)on2)nnc1-c1c[nH]c2ccccc12	-12	9	-14	-8	29	2	5	-13	13	6	9
Cc1nc(C(F)(F)F)ccc1C(=O)N1CCC1(C)C(=O)NCc1ccc(Cl)cc1 (stereo not drawn)	-18	-15	-2	/	20	/	-5	-12	12	8	0
COc1ccc(OC)c(-n2c(-c3ccc(C)cc3)n[nH]c2=S)c1	7	-8	-3	-7	3	1	-3	-8	0	-9	8
COc1cccc(OCCNC(=O)c2ccc(C)cc2)c1	6	-45	-35	3	-16	1	-17	2	-48	-8	-86
CCS(=O)(=O)NCCNc1ccc([N+](=O)[O-])cc1	3	-10	-14	17	-19	-3	-8	1	4	1	12
S=C(Nc1ccccc1)Nc1ccc(OCc2ccccc2)cc1	-9	-9	5	-9	-12	-2	-33	-5	-37	-16	-27
O=c1c2ccsc2ncn1Cc1ccccc1F	-2	-11	-4	10	1	-3	-1	-7	19	7	4
O=C(O)c1cccc(NC2=Nc3cccc4cccc2c34)c1	11	-57	-15	-3	-8	-3	-44	4	-152	-10	-183
CCCn1nnnc1SCC(=O)N1CCCCC1	2	-12	-18	-18	8	-1	-21	6	-10	1	-23
COc1ccc(C2=CSC3=NNC4(CCCCC4)NN23)cc1	-7	22	7	-19	-8	7	-22	3	-18	0	-39
O=C1CC(c2ccc(S(=O)(=O)NC3CC3)cc2)CN1 (stereo not drawn)	-24	1	1	-7	-14	3	-9	2	3	-13	11
CC(C)(C)NS(=O)(=O)c1cc(C(=O)O)ccc1Cl	1	-17	-18	-13	10	1	13	0	10	-3	13
O=S(=O)(c1cc(Cl)ccc1Cl)N1CCN(Cc2ccco2)CC1	4	-16	12	8	8	4	-5	6	11	-3	-3

Additional records follow:
Compound	C8 TRAIL sens	NR2E3 ag-2	Shn3 inh set2	MITF TRPM1 inh	CF NFkB inh	NR2E3 ag-1	TROY signal inh	KKLEB tox	Peg3 prom inh	TWEAK Fn14 block	HIF-2a inh
CC1CCN(c2ccc(C(=O)NCc3ccc4c(c3)OCO4)cc2[N+](=O)[O-])CC1	4	-31	14	-12	-3	-1	2	-11	3	-13	-25
N#CCSc1ccccc1NC(=O)COc1ccc(-c2nnco2)cc1	-16	-7	-3	-4	-18	0	7	-20	-41	12	-32
CCCC(=O)N1CCCC1(C)C(=O)Nc1ccc2cn[nH]c2c1 (stereo not drawn)	-8	5	-1	/	20	/	-1	0	8	7	15
COc1ccc(/C=C2\Sc3ccc(C(=O)N4CCN(Cc5ccccc5)CC4)cc3N(C)C2=O)cc1OC	36	22	65	60	15	0	56*	-17	49	84*	29
Cc1ccnc(NS(=O)(=O)c2ccc(N=CC3=C(O)CC(C)(C)CC3=O)cc2)n1	0	1	-4	4	9	0	-1	11	13	6	6
Cc1cccc(C)c1NC(=O)c1ccc(CN2CCc3ccccc3C2)cc1	8	-2	17	20	-4	3	/	7	10	7	10
COc1ccc([C@H]2C[C@@H](O)[C@H](n3cc(COC(=O)c4ccccc4)nn3)CN2C(=O)c2cccs2)cc1	4	8	-1	/	-15	/	5	11	-7	3	8
CC(Oc1ccc2c(=O)c(-c3ccc(Cl)cc3)c(C(F)(F)F)oc2c1)C(=O)O (stereo not drawn)	-4	-4	-2	-2	9	3	12	-2	5	-9	3
CCn1nc(C)cc1C(=O)NC1CCCc2c1cnn2-c1ccc(C)c(C)c1 (stereo not drawn)	26	58	34	35	16	-2	56*	-14	18	35	-4
O=C(O)Cc1cn(Cc2ccc(F)cc2)c2ccccc12	-7	17	3	1	-6	1	-2	0	18	18	14
COc1ccc(C)cc1NC(=O)c1nnn(Cc2cc(C)ccc2C)c1N	-10	-8	50	-6	1	4	2	-19	11	-14	8
CN(C)C(=O)CSc1nnc([C@H](Cc2c[nH]c3ccccc23)NC(=O)OC(C)(C)C)o1	0	9	-5	7	6	0	-4	4	15	-12	11
O=C(OCc1ccc(COC(=O)c2ccc(O)cc2)cc1)c1ccc(O)cc1	21	-9	1	3	29	-3	61*	18	13	25	-47
Cn1c(-c2ccc(C(=O)c3ccccc3)s2)nc2ccccc21	67*	-115	-20	-6	-14	-3	-15	-19	-178	30	-166
Cc1nc(N=Nc2ccc(O)cc2)n[nH]1	40	-60	-17	-35	-5	0	-40	-20	-85	-10	-129

(list continues)
Compound	C8 TRAIL sens	NR2E3 ag-2	Shn3 inh set2	MITF TRPM1 inh	CF NFkB inh	NR2E3 ag-1	TROY signal inh	KKLEB tox	Peg3 prom inh	TWEAK Fn14 block	HIF-2a inh
COc1ccc(-c2nnc(SCC(=O)Nc3cc(C)on3)n2C)cc1OC	2	9	1	0	-5	2	-1	1	-3	16	8
Cn1c(=O)c(N)c2c3c(c(Br)ccc31)C(=O)c1ccccc1-2	-15	-9	6	6	-92	2	5	-23	-4	-14	5
O=[N+]([O-])c1nn(-c2ccc3c(c2)OCCO3)n(O)c1=NC1CCCC1	-10	-22	-36	-31	2	1	-18	10	-135	13	-98
O=C(O)C/C(=C\c1ccc(N2CCOCC2)c([N+](=O)[O-])c1)c1nc2ccccc2s1	-17	-43	-43	-2	4	-3	52*	13	-36	45	-94
COc1ccc(NC(=O)c2ccccc2O)c(OC)c1	-3	-107	-118	-57	-22	1	-62	15	-230	1	-252
Cc1ccc(S(=O)(=O)N2C[C@H]3C(=O)C[C@@H](c4ccccc4)N(S(C)(=O)=O)[C@H]3C[C@H]2c2ccccc2)cc1	8	-2	3	/	6	/	-7	-9	-24	16	7

High-throughput results as filed in PubChem.
